Compound activity: PubChem BioAssay, several laboratories
PERK inh: blocks human PERK kinase. Q9NZJ5. CHO PERK-DD fusion, SEAP luminescence translation reporter. inhibition, % at 5.6 µM. hit rate 0.17% among 220,000. AID 1416;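 active = inhibition above the mean inhibition of all tested compounds plus 3 SD, set separately per screening campaign, cut at about 2.9% in these data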;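 also: PERK kinase domain activated by AP20187 dimerizer at 100 nM; 0% = DMSO with dimerizer and 100% = rapamycin at 8.4 µM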
EBV gp42 inh: EBV gp42 inhibition | Fluorescence polarization binding assay, mP read-out | Q1HVG2 | inhibition, % (tested at 21.74 µM) | hit rate 0.42% among 220,000; in the data active = inhibition above about 50%
Mdm2 ligase inh: inhibitors of human Mdm2 E3 ubiquitin ligase. Q00987. hit rate 0.11% among 210,000. cell-based MDM2 ubiquitination luciferase reporter, 2 h; 0 = plate control, 100 = twice control, blank-subtracted. signal enhancement, % at 5 µM;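 active = signal enhancement of 30% or more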;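 also: luminescence tracks abundance of the self-degrading MDM2-luciferase fusion protein; higher signal means inhibition of MDM2 E3 ligase activity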
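Assay system: mammalian cells stably expressing self-ubiquitinating, self-degrading MDM2 E3–luciferase fusion. Quantity: 2000 cells in each well. Medium: DMEM culture medium. Compound dosing: single-point 5 µM. Timing: cell settling 4 h, compound treatment 2 h, both 37 °C. Technique: luciferase luminescence. Read-out basis: percent signal gain over controls, blank-subtracted. Benchmarks: plate controls and plate blanks.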
L929 necroptosis: blocks zVAD induced death of L929 cells. L929 zVAD necroptosis rescue, ATP luminescence, 24 h; with zVAD 60 µM. viability rescue, % at 10 µM. hit rate 0.38% among 220,000;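 active = activation, scaled between plate controls, above about 75%, limit read from the data; inactive = activation under that limit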;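 also: 0% = zVAD with DMSO and 100% = DMSO alone without zVAD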
Rad51 HR inh: blocks human Rad51 in homologous recombination | hRad51 DNA strand exchange, fluorescence dequenching | inhibition, % at 10 µM | Q06609 | hit rate 0.085% among 200,000;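 active = inhibition above 40% at the single screening dose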;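 also: 0% = DMSO control wells and 100% = blanks with heterologous ssDNA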
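material = hRad51 filaments on single-stranded DNA | timing = filaments 15 min 37 °C, then compound 30 min | signal = FRET fluorescence dequenching, excitation 485 nm, emission 520 nm | benchmarks = control wells and blank wells on each plate | evaluation = percent inhibition relative to plate controls and blanks | compound = 10 µM final, single point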
KCC2 mod: modulates chloride dependent transport by human KCC2. AID 1456. hit rate 2.2% among 190,000. KCC2 cells, thallium flux FluoZin-2 fluorescence. Q9H2X9. B-score of Tl+ flux slope (higher = more flux/activation; lower = inhibition) at 10 µM;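 active = thallium flux slope and its plate-corrected score both differing from the plate sample mean at a set confidence after two filtering rounds, in either direction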;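 also: slope of fluorescence scaled to starting intensity during 10 to 20 s after thallium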
TNF necrop inh: TNF-alpha cell death inhibition in Jurkat FADD-/- cells | hit rate 0.068% among 220,000 | Jurkat FADD-/- TNF necroptosis rescue, ATP luminescence, 24 h; 0 = TNF only, 100 = no-TNF cells | activation (protection from cell death), % at 10 µM;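 active = activation, meaning protection from cell death, of at least 50% relative to plate controls; inactive = activation below 50%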;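 also: necroptosis triggered by 40 ng/mL TNF-alpha added together with compound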
eIF4E 4G PPI: blocks eIF4E binding to eIF4G; P63073+Q04637; hit rate 0.37% among 220,000; AID 782; inhibition, % at 21.7 µM; TR-FRET eIF4E-eIF4GI(517-606) binding, 2 h;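 active = inhibition above about 30%, limit read from the data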;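 also: 0% = full FRET control wells and 100% = background wells lacking eIF4GI fragment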
m-calpain inh: calpain II (pig) inhibition. purified calpain II, fluorogenic peptide substrate, 30 min. hit rate 0.37% among 220,000. inhibition, % at 16 µM. AID 1236;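 active = inhibition above about 50%, limit read from the data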
Numbers without * were called inactive; i = inactive; . = no result given; + = active, no number; [ ] = remark or other dose.

SMILES	PERK inh	EBV gp42 inh	Mdm2 ligase inh	L929 necroptosis	Rad51 HR inh	KCC2 mod	TNF necrop inh	eIF4E 4G PPI	m-calpain inh
Cc1ccc(CNC(=O)c2cc3c(=O)n(C)c4ccccc4c3n2C)o1	-0.6	-17	-7	19	0	-4.3*	-3.3	1[fluorescence artefact?]	-3
O=C(CSc1nnnn1-c1ccccc1)N1CCCc2ccccc21	-1.1	-12	-9	0.5	-8	-0.9	2.4	-2	10
Cc1ccc(NC(=O)c2cc(S(=O)(=O)N3CCCCC3)cs2)cc1	0.4	-18	-3	3.0	.	-0.089	-6.0	.	23
CCN(CC)c1ncnc2c1cnn2C	1.5	-9	3	0.9	-2	.	-0.4	0	-34
CC(/C=C/c1ccccc1)=N/NC(=O)Cn1nnc(N)n1	0.2	-10	-4	-0.3	.	-0.027	0.9	-7	-18
Cc1nc2sc(C(c3ccco3)N3CCN(c4cccc(Cl)c4)CC3)c(O)n2n1 (stereo unspecified)	-0.8	-3	3	0.4	8	0.28	-1.9	8	-60
COc1ccc(OC)c([C@@H]2OCCC=C[C@H]2C)c1	0.1	-13	.	2.3	6	0.14	-0.4	2	-4
O=C1N=C(N2CCCC2)CN1c1ccccc1	0.6	-4	0	.	.	-0.12	1.1	1	2
CC(C)N(C)CCOC(=O)/C=C/c1ccccc1	-0.3	3	-41	0.0	0	-0.77	1.9	-17	22
CC(C)NC(=O)C1CCCN(c2nnc(-n3cccc3)s2)C1 (stereo unspecified)	0.3	8	-12	0.9	4	0.32	0.3	2	17
CC(Sc1nnc(Cn2c(=O)sc3ccccc32)n1C)c1ccccc1 (stereo unspecified)	0.5	-23	-12	8.7	1	-0.15	-0.6	-3	9
CCCn1nc(C(=O)N2CC(=O)Nc3ccccc32)c2ccccc2c1=O	-0.4	-25	-12	0.5	-4	0.75	-13	-2[fluorescence artefact?]	-4
CCOc1ccccc1N(CC(=O)Nc1ccc2c(c1)OCCO2)S(C)(=O)=O	-1.0	-9	3	-0.2	5	.	-1.0	6	0
Cc1ccc(NC(=O)CCC(=O)NNC(=O)c2ccccc2)c(C)c1	0.4	-8	-7	-0.6	-14	.	-0.8	2	-28
CCOC(=O)c1ccc(NC(=O)c2ccc(C)c(S(=O)(=O)N3CCOCC3)c2)cc1	-1.8	-13	-74	0.9	1	.	-9.9	-1	12
CCOc1ccc(-c2cc(N3C(=O)Nc4ccccc4N3O)n[nH]2)cc1	-0.3	-3	-21	-0.9	8	0.47	-0.5	-4	33
O=C1CCCC(O)=C1N=Nc1ccc(S(=O)(=O)N2CCOCC2)cc1	2.4	-21	-13	-0.5	.	-0.62	-5.3	1	-5
COc1ccccc1CNC(=O)CC1Sc2ccccc2NC1=O (stereo unspecified)	0.2	-1	-3	-0.4	12	-2.1	0.9	-2	-8
Cn1c(=O)c2c(nc(Cl)n2Cc2ccncc2)n(C)c1=O	0.0	-14	2	-0.1	-4	1.6	-0.6	0[fluorescence artefact?]	-6
COCCN1C(=O)c2ccccc2C(C(=O)NCCCN2CCCC2=O)C1c1c[nH]c2ccccc12 (stereo unspecified)	0.7	-12	-8	2.8	11	0.59	0.9	2	10
Cc1ccc2c(c1)nnn2C1CCN(C(=O)c2ccccc2F)CC1	-0.7	2	-13	0.5	-22	0.3	-0.8	-2	-18
Cc1ccc(CN2C(=O)C(C)Oc3ccccc32)cc1 (stereo unspecified)	0.1	-8	-2	-0.3	-2	0.51	11	1	33
O=C1CCNc2ccc(-c3ccccc3)cc21	0.1	+	-4	.	.	i	0.8	3	-51
C/C(CC(=O)Nc1ccc2c(c1)OCCO2)=N\NC(=O)c1ccccn1	0.6	-8	-7	0.6	-2	1.4	1.2	-1	-3
COc1ccc(C(=O)N2CCCC(C(=O)N3CCN(c4ccccc4)CC3)C2)cc1 (stereo unspecified)	-1.6	-10	-12	-0.2	13	-1.3	-1.8	-1	10

Reformatted: results already given
mol | PERK inh | EBV gp42 inh | Mdm2 ligase inh | L929 necroptosis | Rad51 HR inh | KCC2 mod | TNF necrop inh | eIF4E 4G PPI | m-calpain inh
CC(C)N(C)CCOC(=O)/C=C/c1ccccc1 | -0.3 | 3 | -41 | 0.0 | 0 | -0.77 | 1.9 | -17 | 22
CC(C)NC(=O)C1CCCN(c2nnc(-n3cccc3)s2)C1 (stereo unspecified) | 0.3 | 8 | -12 | 0.9 | 4 | 0.32 | 0.3 | 2 | 17
CC(Sc1nnc(Cn2c(=O)sc3ccccc32)n1C)c1ccccc1 (stereo unspecified) | 0.5 | -23 | -12 | 8.7 | 1 | -0.15 | -0.6 | -3 | 9

The results go on.
SMILES	PERK inh	EBV gp42 inh	Mdm2 ligase inh	L929 necroptosis	Rad51 HR inh	KCC2 mod	TNF necrop inh	eIF4E 4G PPI	m-calpain inh
O=C(NNC(=S)NC1CCCCC1)c1ccccc1Cl	-0.3	-1	-7	2.2	-9	0.1	-1.1	-11	4
COC(=O)c1ccc(N2CCN(CC(=O)c3ccc(-c4ccccc4)cc3)CC2)c([N+](=O)[O-])c1	1.5	-12	-5	0.1	.	-0.28	1.1	-7	-309
O=C(COC(=O)C1(c2cccc(F)c2)CCCC1)NCc1cccs1	0.1	-11	-13	0.0	0	-0.12	-0.8	-2	11
CCOC(=O)N1CCC(NCCNC(=O)c2ccco2)CC1	0.6	-6	9	1.7	-1	-0.14	0.7	0	-27
CCCCCc1cc(=O)oc2c(C(CCN3CCCC3)c3cc(OC)c(OC)c(OC)c3)c(OC)cc(OC)c12 (stereo unspecified)	.	-18	-12	-2.8	-10	0.6	-28	1	-7
COc1ccc(CC(=O)Nc2cccc(-c3nnc(-c4ccc(C)cc4)o3)c2)cc1OC	0.3	-2	-10	3.0	-13	-0.033	-14	-3	-53
CC(O)CNC(=O)C1CCN(Cc2ccc(OCc3ccccc3)cc2)CC1 (stereo unspecified)	-0.3	-2	-8	-0.3	-12	-0.56	-0.2	5	17
Cc1cc(C(=O)OCC(=O)c2ccc3c(c2)OCCO3)c(C)o1	1.2	-12	-16	0.5	-6	-0.88	-2.8	-1	25
CCOC(=O)c1ccc(NC(=O)c2nc[nH]c2C(=O)N2CCN(c3ccccc3)CC2)cc1	.	-2	0	-0.4	-3	-0.31	0.0	-2	-5
Cc1cccc(-c2nnc(SCC(=O)Nc3cccc(C(=O)N4CCOCC4)c3)n2C)c1	0.1	-2	12	0.3	5	0.68	0.5	14	-1
CC(C)(C)NC(=O)Cn1ccc(=N)c2ccccc21	1.0	-18	-16	0.1	9	.	-2.3	2	19
CC(C)C(C)NC(=O)COC(=O)c1cc(S(=O)(=O)N(C)C)ccc1N1CCCC1 (stereo unspecified)	0.2	-2	-6	2.1	13	1	1.5	0	-6
Cc1ccc(OCC(=O)Nc2nnc(C3CCCO3)s2)c(Br)c1 (stereo unspecified)	1.0	-18	14	0.4	0	.	0.3	1	-31
Fc1cccc(NC(=S)NCCCN2CCOCC2)c1	-0.5	-7	1	0.7	-1	0.4	-3.3	0[fluorescence artefact?]	-12
CC(Sc1sc(=S)sc1SC(C)C(=O)O)C(=O)O (stereo unspecified)	2.2	-22	-58	-0.2	-1	-1	0.4	3	10
O=C(Nc1ccccc1)N1CCCCC1c1cccnc1 (stereo unspecified)	1.1	-19	-17	0.1	7	0.32	-0.8	-1[fluorescence artefact?]	-20
O=C(/C=C\Nc1ccc2c(c1)OCO2)c1ccc2c(c1)OCO2	-0.4	-107	-65	0.1	-11	.	-2.3	-3	-35
Cc1ccc(-c2nc3ncccn3c2Nc2ccc3c(c2)OCCO3)o1	-0.8	-4	-23	-0.3	-6	-1.4	-0.2	6	3
Cc1nn(C)cc1/C=N/NC(=O)Cn1nccc1C	1.4	-16	-3	0.5	2	0.83	0.8	5[fluorescence artefact?]	0
CC1=CC(C)(C)N(C(=O)CNC2CCCC2)c2cc(C)ccc21	0.3	-10	-1	-0.4	-2	-0.17	1.2	7	-34
Cc1nc2ccc(NC(=O)COc3ccccc3C)cc2s1	1.6	-25	-5	1.0	1	-1.1	0.0	-1	-19
Cc1ccc(S(=O)(=O)N2CCC[C@H]2C(=O)OC(C)C(=O)Nc2ncc(Cl)cc2Cl)cc1 (stereo partly specified)	0.5	-31	-2	-0.2	-7	0.13	-1.2	5[fluorescence artefact?]	-21
O=C(COc1ccccc1C(=O)Nc1ccccc1)NCCc1ccccc1	0.0	-6	-1	2.1	-9	0.087	0.5	1	7
Cc1ccc2nc(NCCCNC(=O)c3cnccn3)c(C#N)cc2c1	1.2	4	-11	-0.3	4	1.4	-2.9	6	-33
O=C(NN1CCN(Cc2ccccc2)CC1)c1ccc(N2CCOCC2)c([N+](=O)[O-])c1	0.4	-26	-59	-1.4	5	1.2	0.2	4	-13
Other entries
SMILES	PERK inh	EBV gp42 inh	Mdm2 ligase inh	L929 necroptosis	Rad51 HR inh	KCC2 mod	TNF necrop inh	eIF4E 4G PPI	m-calpain inh
FC(F)(F)c1ccc(NC(=S)NCc2ccccc2)cc1	0.7	0	-7	3.5	-3	0.023	-0.4	-6	0
CN(C)C(=O)c1ccc2c3c(cccc13)CC2	1.2	4	-2	0.9	6	1.4	-0.2	4	21
O=C(CCS(=O)(=O)c1ccccc1Cl)Nc1ccc(S(=O)(=O)Nc2ncccn2)cc1	0.1	-1	-14	0.9	-2	-0.26	0.6	2	4
CC(C(=O)NC1=NCCS1)N1C(=O)C2CC=CCC2C1=O (stereo unspecified)	2.2	-31	-16	1.1	.	.	0.5	-13[fluorescence artefact?]	-12
Cc1ccc(NC(=O)NNC(=O)C2CCN(Cc3ccc(F)cc3Cl)CC2)cc1	0.5	0	-3	1.0	1	-0.96	1.4	-2	-8
COc1ccccc1-c1nnc(SCC(=O)Nc2ccc(Cl)cc2Cl)o1	-0.6	-5	-3	2.5	-1	0.66	-0.2	-4	-34
Cc1ccc(-c2cc(=O)c3ccccc3[nH]2)cc1	0.5	-18	.	-1.6	3	0.47	-6.6	2	23
O=C(NC(=O)N1CCCCC1)c1ccccc1	1.0	-3	-5	1.7	10	1.1	0.0	-2	-20
CCN(CC(=O)Nc1cc(C)c(Cl)cc1OC)CC(=O)NC1CCS(=O)(=O)C1 (stereo unspecified)	-0.4	-2	-10	-0.3	-3	0.44	-0.4	4	28
Brc1cc(Br)c2nc(-c3cccs3)ccc2c1	0.3	8	-18	-0.1	-5	1.4	0.2	-5[fluorescence artefact?]	-10
COc1ccc(CCNc2nc(-c3ccc(NC(C)=O)cc3)cs2)cc1OC	0.6	11	-21	3.4	-2	-0.47	-3.0	-2	10
CC1=C(/C=C/C(C)=N\NC(=O)c2ccncc2)C(C)(C)CCC1	1.2	-17	-2	1.1	2	15*	2.3	1	-5
Cc1cc(Cl)ccc1OCc1nnc2n1CCCCC2	-0.7	-5	-11	-0.6	-3	-1.1	-1.8	1	5
Cc1noc(/C=C/N(C)C)c1S(=O)(=O)N1CCCC(C(=O)NC2CCCCC2C)C1 (stereo unspecified)	-0.3	-18	-13	1.5	.	0.12	1.8	-1[fluorescence artefact?]	9
CCN(CC)c1ccc(CNc2nc3ccccc3n2CC)cc1	0.5	-3	-7	0.0	.	-0.91	2.2	-2	5
COCC(N)(c1ccccc1)c1nc2ccccc2n1C (stereo unspecified)	0.3	-23	-7	1.4	-3	.	-0.3	6	21
Cc1ccc(OCC(=O)N2CCN(C(=O)c3ccco3)CC2)cc1	0.2	5	0	0.0	0	-0.39	-3.3	1	13
